# Mito fusion act: qHTS Assay for Small Molecule Inhibitors of Mitochondrial Division or Activators of Mitochondrial Fusion; Potency, µM (doses to about 46.1 µM), without a hit: top-dose growth rescue (activation), actives largely listed as activators; S. cerevisiae fusion-defective mutant growth rescue, CellTiterGlo 48 h; 320,000 tested, 0.23% active;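 further: potency means the concentration at half of the fitted maximal effect; % of control where 0% means no effect; nearly all actives have a fitted effect of over 45% in size; temperature-sensitive fusion mutants such as fzo1-1 at 37 °C on non-fermentable ethanol glycerol medium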
#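 Luminescent cell viability in 1536-well qHTS format served as the measure of rescued growth in ts fusion-mutant S. cerevisiae cultured on non-fermentable YPEG for 48 hours at 37C.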
# TSG101-PTAP inh: qHTS Assay for Iinhibitors of HIV-1 Budding by Blocking the Interaction of PTAP/TSG101. Tumor susceptibility gene 101 protein (Homo sapiens), Q99816. Fluorescence polarization, FITC-PTAP peptide / Tsg101 binding. Potency, µM (doses to about 115 µM), for inactives: top-dose activity change, negative = inhibition, usual class: inhibitors. 340,000 tested, under 10 active. AID 493005, 2010; active means well fitted inhibition curve with a large enough effect in the main read-out, with a control signal flat, not every such curve was filed as active; inconclusive means small, poorly fitted or top-dose-only effect, or effect the other way, or a change in a side signal; inactive means no such curve, though single readings can be large or run the other way; further: potency means the concentration at half of the fitted maximal effect; % of control where 0% means no effect
#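 Tsg101 binding domain (10 uM final) was mixed with compound and a FITC-labeled PTAP peptide (50 nM final) in HEPES pH 7.5 buffer with NaCl, Tween 20, EDTA and TCEP; fluorescence polarization was read after 20 min at r.t.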
# TCR act: Activators of T cell receptors: qHTS campaign; primary human leukocytes, anti-CD3, IL-2 HTRF, 48 h; Potency, µM (series often up to 9.22 µM), for the others: at the top dose activation of IL-2 secretion, most hits filed as activators; 330,000 tested, under 10 active; further: % of control where 0% means no effect
#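 HTRF read-out of IL-2 secretion: europium cryptate donor excited at 320nm, d2 acceptor emission at 665nm. Cells were primary human leukocytes incubated 48 hr with compounds and a-CD3 beads, supplying TCR signal only.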
# TSHR antagonist: Antagonists of the Thyroid Stimulating Hormone Receptor: HTS campaign. AID 504810, 2011. activity change, negative = inhibition, % at 11.5 µM. 330,000 tested, 0.2% active. Thyrotropin receptor (Homo sapiens), P16473. TSHR-expressing cells, TSH-stimulated cAMP HTRF, 2 h; hits give low values;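 active means activity change below a set negative limit, meaning inhibition stronger than a set level, cut at about -70% in these data; inconclusive means activity change between two set negative limits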; further: on the % scale 0 is the no-effect control and ±100 the full control effect
# Target sequence (P16473 whole entry, looked up): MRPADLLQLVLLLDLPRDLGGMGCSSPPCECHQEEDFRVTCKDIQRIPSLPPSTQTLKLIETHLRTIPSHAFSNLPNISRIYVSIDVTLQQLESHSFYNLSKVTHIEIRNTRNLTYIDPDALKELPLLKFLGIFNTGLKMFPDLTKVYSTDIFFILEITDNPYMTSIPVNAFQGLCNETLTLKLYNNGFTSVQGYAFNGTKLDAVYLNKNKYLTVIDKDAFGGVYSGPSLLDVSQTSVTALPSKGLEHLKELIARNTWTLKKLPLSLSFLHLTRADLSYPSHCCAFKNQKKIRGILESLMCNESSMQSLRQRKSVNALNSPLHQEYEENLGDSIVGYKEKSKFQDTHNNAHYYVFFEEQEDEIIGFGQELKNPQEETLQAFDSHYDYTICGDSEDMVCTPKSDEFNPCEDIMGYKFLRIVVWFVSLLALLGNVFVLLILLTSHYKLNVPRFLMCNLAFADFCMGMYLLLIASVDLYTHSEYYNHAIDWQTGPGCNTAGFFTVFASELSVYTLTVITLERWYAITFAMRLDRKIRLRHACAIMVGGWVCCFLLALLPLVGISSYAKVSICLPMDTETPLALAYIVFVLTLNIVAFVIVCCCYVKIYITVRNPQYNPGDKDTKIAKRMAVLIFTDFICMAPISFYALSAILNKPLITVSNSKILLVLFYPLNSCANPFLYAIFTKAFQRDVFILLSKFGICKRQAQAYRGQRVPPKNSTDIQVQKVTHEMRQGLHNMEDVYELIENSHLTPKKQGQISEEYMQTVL
#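 Competitive HTRF cAMP read-out (cryptate anti-cAMP antibody, cAMP-d2; 30 min, room temperature) in freshly harvested TSHR cells. Compounds added before TSH at EC80 (4nM final), followed by 2 hours' incubation at 37 deg C.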
# ASM inhibitor: Inhibitors of Secretory Acid Sphingomyelinase (S-ASM): qHTS; Sphingomyelin phosphodiesterase (Homo sapiens), P17405; placental ASM, HMU-PC fluorogenic substrate, 60 min; Potency, µM (titrated, usually from 57.5 µM), for inactives: at the highest dose activity change, negative = inhibition, usual class: inhibitors; 340,000 tested, 0.006% active; AID 504937, 2011; further: potency means the concentration at half of the fitted maximal effect
#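 Human placenta-derived ASM enzyme was preincubated with compound for 10 minutes at room temperature, then given fluorogenic substrate HMU-PC0 (9 uM final) for 60 minutes at 37 °C; a pH 10 stop preceded fluorescence reading at Ex 386/Em 447 nm.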
# MBNL1 CUG block: qHTS Assay for Inhibitors of MBNL1-poly(CUG) RNA binding | TR-FRET MBNL1-His/biotin-(CUG)12 binding, 665/545 ratio | Potency, µM (series often up to 57.5 µM), for the others: top-dose activity change, negative = inhibition, hits mostly inhibitors | 280,000 tested, 0.036% active | AID 2675, 2010; active means well fitted inhibition curve with a large enough effect in the signal ratio, with a control signal flat, not every such curve was filed as active; inconclusive means small, poorly fitted or top-dose-only effect, or effect the other way, or a change in a side signal; inactive means no such curve, though single readings can be large or run the other way; the % refers to the signal ratio; further: potency means the concentration at half of the fitted maximal effect; on the % scale 0 is the no-effect control and ±100 the full control effect
# Target sequence (Q9NR56 whole entry, looked up): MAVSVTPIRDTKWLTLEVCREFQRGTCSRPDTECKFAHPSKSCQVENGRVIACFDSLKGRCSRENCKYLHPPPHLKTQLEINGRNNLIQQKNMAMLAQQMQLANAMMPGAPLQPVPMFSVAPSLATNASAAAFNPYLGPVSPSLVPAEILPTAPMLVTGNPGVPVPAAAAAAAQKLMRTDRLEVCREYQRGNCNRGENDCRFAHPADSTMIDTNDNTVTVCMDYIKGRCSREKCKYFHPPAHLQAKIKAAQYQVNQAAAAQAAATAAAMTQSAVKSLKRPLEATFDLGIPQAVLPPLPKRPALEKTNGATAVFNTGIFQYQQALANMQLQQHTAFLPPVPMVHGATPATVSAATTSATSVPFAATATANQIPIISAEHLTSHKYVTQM
#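 Ratiometric TR-FRET (665 over 545 nm, excitation 340 nm) tracks disruption of MBNL1-His/biotin-(CUG)12 complex after 60 min at room temperature, with compounds at 92 nM to 58 uM final.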
# Menin MLL FP TR: qHTS Assay for Inhibitors Targeting the Menin-MLL Interaction in MLL Related Leukemias: Competition With Texas Red Labeled MLL-derived Mutant Peptide; O00255; AID 1768, 2009; Potency, µM (titrated, usually from 61.6 µM), for the others: top-dose FP activity change, negative = inhibition, actives largely listed as inhibitors; 270,000 tested, 0.23% active; Menin + Texas Red MLL mutant peptide, fluorescence polarization; active means well fitted inhibition curve with a large enough effect in the polarisation, with a control signal flat, not every such curve was filed as active; inconclusive means small, poorly fitted or top-dose-only effect, or effect the other way, or a change in a side signal; inactive means no such curve, though single readings can be large or run the other way; the % refers to the polarisation; further: potency means the concentration at half of the fitted maximal effect; % of control where 0% means no effect; many of its hits are not listed in these tables
# Integrin act MD: qHTS for Activators of Integrin-Mediated Alleviation for Muscular Dystrophy. alpha7betagal myoblasts, beta-gal FDG fluorescence, 48 h. Potency, µM (highest dose often 38.3 µM), for the others: at the highest dose activation, hits mostly activators. 350,000 tested, 0.064% active;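 further: potency means the concentration at half of the fitted maximal effect; 100% = response of the positive control SU9516; nearly all actives have a fitted effect of over 60% in size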
#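 Alpha7betagal+/- myoblasts (passage 13) were plated 16-24 hr, then exposed to compounds (1:260 dilution of DMSO stock) for 48 hours at 37C. After MPER lysis, β-galactosidase reporter activity was read as FDG fluorescence (ex 480/em 540) after 30 minutes.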
# A-T KAP1 phos: qHTS Assay for Identifying a Potential Treatment of Ataxia-Telangiectasia; […] A-T fibroblasts, KAP-1 phosphorylation AlphaLISA; neocarzinostatin DNA damage 30 min before lysis; Potency, µM (top dose mostly 57.5 µM), without a hit: at the highest dose activation, most hits filed as activators; 320,000 tested, 0.19% active; further: potency means the concentration at half of the fitted maximal effect; % of control where 0% means no effect; nearly all actives have a fitted effect of over 45% in size
#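 hTERT-immortalized A-T patient fibroblasts ([…]), 500 cells/well in OPTI-MEM, 1% FBS, got compounds for 60 min, then NCS for 30 min at 37C. Lysates were then assayed for phospho-KAP-1 by AlphaLISA (anti-pKAP1 donor, anti-KAP1 acceptor beads), 6 hr at 25C.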
# MLL CXXC-DNA inh: qHTS Fluorescence Polarization Assay for Inhibitors of MLL CXXC domain - DNA interaction; AID 2662, 2010; MLL-CXXC / FITC-HOXA9 DNA fluorescence polarization; Potency, µM (titrated, usually from 115 µM), for inactives: top-dose activity change, negative = inhibition, hits mostly inhibitors; 290,000 tested, 0.037% active; active means well fitted inhibition curve with a large enough effect in the polarisation, with a control signal flat, not every such curve was filed as active; inconclusive means small, poorly fitted or top-dose-only effect, or effect the other way, or a change in a side signal; inactive means no such curve, though single readings can be large or run the other way; the % refers to the polarisation; further: potency means the concentration at half of the fitted maximal effect
#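 Purified MLL-CXXC (added from a 7 uM solution) was preincubated 5 min at ambient with pinned compounds in 50 mM Tris-HCl pH 7.5, 50 mM NaCl, 1 mM DTT, 0.05% BSA. Fluorescein-labeled HOX-A9 DNA (50 nM solution) followed, 30 min, then polarization read.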
# * marks the source's active call; other numbers are inactive results; ? = inconclusive; / = not tested or not shown; [ ] = another dose, or the depositor's remark. Unless noted, the call rests on the fitted dose curve; in most records, active means well fitted curve in the direction sought with a large enough effect; inconclusive means small, poorly fitted or top-dose-only effect, or another doubt; inactive means no such curve, though single readings can be large; an effect the other way counts as inactive or inconclusive.
canonical_smiles	Mito fusion act	TSG101-PTAP inh	TCR act	TSHR antagonist	ASM inhibitor	MBNL1 CUG block	Menin MLL FP TR	Integrin act MD	A-T KAP1 phos	MLL CXXC-DNA inh
O=C(Cn1c(CO)nc2ccccc21)NCCc1ccc(F)cc1	-2%	-8%	0%	-6	-1%	-5%	-8%	32%	6%	1%
CCOC(=O)c1csc(NC(=O)C2CCCCC2)n1	1%	-11%	-5%[46.1 µM]	-7	-1%	-1%	-1%	8%	4%	14%
COc1ccc(C2CC(=O)C3=C(C2)Nc2ccccc2N(C(=O)CCC(=O)O)C3c2ccc(F)cc2)cc1OC (configuration not stated)	-3%	-2%	-1%	18	2%	/	/	2%	-3%	-4%
O=C(Cc1ccc(Cl)c(Cl)c1)Nc1cccnc1	-1%	-4%	14%	-15	0%	-8%	18%	-16%	10%	10%
O=C(Cn1nnc(-c2ccccc2)n1)N/N=C/c1ccco1	5%	-1%	-4%	-7	-1%	-3%	-4%	-3%	2%	12%
O=C(NCc1cccc(Cl)c1)c1cccc(OC2CCN(C(=O)C3CC3)CC2)c1	7%	-3%	0%	-33	-2%	-4%	/	-17%	-2%	2%
O=C(CSc1n[nH]c(-c2ccccc2F)n1)NCC(=O)Nc1ccc(F)c(F)c1F	-12%	-5%	2%	7	1%	-4%	4%	17%	-12%	14%
CCCC(c1nnnn1CS(=O)(=O)c1ccc(C)cc1)N1CCN(C2CCCC2)CC1 (configuration not stated)	-24%	-4%	2%	7	7%	-3%	-9%	-20%	-1%	-8%
COc1cc(/C=C/C(=O)OCC(=O)NCC(=O)Nc2cccc(C)c2C)ccc1OC(F)F	1%	1%	-1%	2	3%	/	/	-4%	6%	/
CCC(C)NC(=O)c1ccc(CS(=O)(=O)c2ccc(OC)cc2)o1 (configuration not stated)	1%	0%	-6%	2	3%	3%	0%	0%	2%	-4%
NC(=O)CSc1ncnc2c1cnn2Cc1ccccc1	-3%	-5%	-2%	5	1%	5%	12%	17%	5%	1%
Cc1ccc(CNC(=O)c2ccc(Cl)c(S(N)(=O)=O)c2)n1C	3%	-6%	-63%	3	2%	5%	0%	3%	-6%	-12%
CCN(CC)C(=O)c1ccc(C(=O)Nc2ccc(F)cc2)cc1	5%	-3%	-8%	-3	4%	/	/	5%	-13%	/
N#Cc1c(-c2ccccc2)nc(SCC(=O)Nc2ccccc2F)[nH]c1=O	-34%[inhibitor]	8%	3%[46.1 µM]	7	6%	-6%[11.5 µM]	?	4%	2%	-1%
C=CCSc1nnc(CC(OC)OC)n1-c1ccccc1	2%	-4%	-3%	-9	2%	-4%	-22%	?	3%	-1%
NC(=O)C1CCN(C2OC(=O)c3ccccc32)CC1 (configuration not stated)	-2%	-2%	0%	4	-1%	-12%	-1%	-4%	4%	1%
Cc1nn(CC(=O)NCc2ccc(C(=O)O)cc2)c(C)c1[N+](=O)[O-]	5%	1%	-1%	1	1%	1%	-14%	8%	-1%	3%
O=C1CC(N2CCC(c3nc4ccccc4o3)CC2)C(=O)N1 (configuration not stated)	-1%	-8%	8%	6	-2%	4%	-13%	-4%	1%	-7%
COc1ccc2nc(NC(=O)c3ccccc3O)sc2c1	3%	-4%	0%	-34	30%[activator]	15%	?	13%	11%	-8%
CCc1cccc(NC(=O)c2ccc(Cn3c(=O)[nH]c4ccsc4c3=O)cc2)c1	2%	-2%	15%	29	0%	37%[activator]	-2%	23%	-2%	20%
Cc1nnsc1C(=O)NCc1c(F)cccc1Cl	13%	-7%	-3%	28	3%	-3%	-13%	0%	?	1%
O=C(/C=C/Nc1ccccc1F)c1ccc(Br)cc1	7%	-4%	-7%[46.1 µM]	-8	18%	/	?	16%	6%	2%
Cc1c(C(C)C)c(=O)n(-c2ccc(S(=O)(=O)NC3CCCCC3)cc2)n1C	0%	-2%	-6%	-22	-2%	2%	-9%	-34%	0%	4%
Cc1ccc(NC(=O)CSc2ccc3c(c2)OCCO3)nc1	-7%	-2%	-2%	21	0%	/	/	-20%	15%	/
CCOc1ccc(OCC(=O)c2c(O)c3ccccc3oc2=O)cc1	1%	-5%	-2%	-12	2%	3%	-12%	4%	-4%	46%[activator]

# Following part
canonical_smiles	Mito fusion act	TSG101-PTAP inh	TCR act	TSHR antagonist	ASM inhibitor	MBNL1 CUG block	Menin MLL FP TR	Integrin act MD	A-T KAP1 phos	MLL CXXC-DNA inh
Cc1ccccc1C(=O)NNS(=O)(=O)c1cccc([N+](=O)[O-])c1	3%	-3%	-4%	13	-1%	20%	-20%	7%	-1%	8%
CCc1ccc(NC(=O)CN(c2ccc3c(c2)OCO3)S(=O)(=O)c2c(C)noc2C)cc1	-5%	2%	-6%	-29	-8%	9%	-6%[11.7 µM]	4%	21%	-6%
C/C=C\C=C/C(=O)Nc1cccc(C2=NOC3(C2)C[C@@H](C(N)=O)N(C(=O)/C=C/CC)C3)c1 (some centres not stated)	21%	1%	4%	0	-2%	11%	/	25%	?	19%
COc1ccc(Nc2nc(-c3ccccc3)nc3ccccc23)c(OC)c1	?	-2%	1%	15	1%	1%	?	-24%	20%	4%
O=C(O)CCCNC(=O)c1ccc(NC(=O)Cc2ccc(Cl)cc2)cc1	-7%	0%	-9%	12	2%	-9%	13%	-18%	2%	0%
O=C(c1ccc(Cl)cc1)C1CCCN(Cc2cccn2-c2cccnc2)C1 (configuration not stated)	-2%	0%	-1%	-5	2%	10%	9%	-43%	1%	-8%
CCCNS(=O)(=O)c1cc(Br)cc2c1N(C(=O)CC)CC2	10%	1%	/	-6	0%	2%	1%	-9%	2%	1%
COc1ccc(S(=O)(=O)N2CCC(C(=O)Nc3nnc(CCN4CCCCC4)s3)CC2)cc1	5%	/	/	5	3%	3%	0%	-12%	-4%	3%
O=C(NCc1ccccc1)C(c1ccccc1)N(C(=O)c1csnn1)C1CC1 (configuration not stated)	2%	0%	-10%	-3	5%	-7%	-1%	6%	-2%	-2%
COc1ccc(Cl)cc1NC(=O)CCNC(=O)Cn1ccc2ccccc2c1=O	0%	2%	-5%	7	-1%	1%	?	?	1%	6%
COc1ccc(Nc2ccc(Cl)cc2)c(C(=O)O)c1	?	-5%	3%	-19	10%	/	?	0%	-1%	?
Cc1ccc(N2C(=O)CC(Sc3ccccc3C(=O)O)C2=O)c([N+](=O)[O-])c1 (configuration not stated)	-10%	-4%	-1%	3	-1%	16%	?	-6%	3%	-22%
COC1CCCN(C(=O)c2ccc(OC3CCN(S(=O)(=O)N(C)C)CC3)cc2)C1 (configuration not stated)	-2%	-1%	-3%	-14	-3%	5%	/	15%	0%	8%
COc1ccc(/C=N/NC(=O)Cn2cnc3c2c(=O)n(C)c(=O)n3C)c(OC)c1OC	-4%	-2%	2%	-1	3%	-17%	/	3%	0%	1%
Cc1cc(C(C)(C)C)nc2[nH]n(-c3ccccc3)c(=O)c12	4%	-6%	0%	-13	1%	?	-14%	15%	0%	-6%
C/C(=N\OCC(=O)Nc1ccccc1Br)c1cccs1	-8%	1%	2%	-15	8%	3%	-11%	16%	19%	-8%
OC(c1ccccc1)C(NCCNCc1ccccc1)c1ccccc1 (configuration not stated)	/	-7%	5%	/	6%	/	/	-48%[inhibitor]	/	/
O=C(Cc1ccccc1F)Nc1ccccc1-c1ccccc1	3%	0%	4%	-1	-3%	/	-10%	3%	-2%	11%
O=C(c1ccc(-c2ccccc2)c(F)c1)C1CCCN(CCCn2cccn2)C1 (configuration not stated)	0%	-5%	0%	1	-2%	-11%	/	-49%[inhibitor]	-12%	3%
O=C(COC(=O)c1ccc2c(c1)OCO2)NC1CCCCC1	/	-3%	-1%	-3	0%	/	/	0%	6%	/
Cc1ccc(NC(=O)CSc2nnc(C)n2-c2ccccc2)cc1	-2%	-8%	1%[46.1 µM]	-4	0%	-8%	-1%	2%	/	?

# Bioassay records: PubChem, National Center for Advancing Translational Sciences (NCATS)

# An excerpt; rates above refer to the full screens.
